# 14-3-3g Raf: modulators of 14-3-3 gamma protein binding, primary screen, biochemical, fluorescence polarization; 14-3-3 protein gamma (Homo sapiens), P61981; FP, 14-3-3gamma / TMR-pS259-Raf peptide binding; inhibition, % at 40 µM; 0.19% of 160,000 active; in the data active = inhibition above about 30%;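 note: 0% = protein plus tracer without compound and 100% = blank with tracer alone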
# Target sequence (P61981 whole entry, looked up): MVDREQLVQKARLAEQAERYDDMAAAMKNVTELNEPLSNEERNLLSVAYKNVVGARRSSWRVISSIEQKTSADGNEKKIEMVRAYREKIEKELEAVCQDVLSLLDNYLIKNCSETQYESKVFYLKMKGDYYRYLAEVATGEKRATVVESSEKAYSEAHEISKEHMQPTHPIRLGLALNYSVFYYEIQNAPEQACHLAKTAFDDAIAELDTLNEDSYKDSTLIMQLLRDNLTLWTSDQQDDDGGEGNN
# Numbers without * were called inactive; & = joins results of further samples.
SMILES,14-3-3g Raf
COc1ccc(C2C(C(=O)c3ccccc3)=C(Nc3ccccc3)C(=O)N2c2ccccc2)cc1OC (stereo not drawn),-5
O=c1c2ccccc2[nH]c(=S)n1CCCN1CCN(C2CCCCC2)CC1,10
COc1ccc(C2C(C(=O)OCCc3ccccc3)=C(C)NC3=C2C(=O)CC(c2cccs2)C3)cc1OC (stereo not drawn),3
COc1ccc(S(=O)(=O)NC2CC3CCC2C3)cc1Cl (stereo not drawn),-3
O=C(O)Cn1nnc(-c2cccs2)n1,-3
O=P(O)(CN1CCCCC1)C1CCCCC1O (stereo not drawn),3
CCSc1nc2c(c(=O)[nH]1)C(c1ccc(OCc3ccccc3)cc1)C1=C(CC(C)(C)CC1=O)N2 (stereo not drawn),0
CCOC(=O)c1ccc(-c2coc3cc(OC(C)=O)c(CC)cc3c2=O)o1,-4
CCOc1cc(C(=O)Nc2cc(C(F)(F)F)ccc2Cl)cc(OCC)c1OCC,6
Cc1[nH]c2ccccc2c1CCN1C(=O)OC2(CC(C)(C)NC(C)(C)C2)C1(C)O (stereo not drawn),-11
CCOc1ccc(C2Nc3ccccc3C(C)(C)O2)cc1OC (stereo not drawn),-2
CCCN1C(=O)C(O)(c2c(C)[nH]c3ccccc23)c2cc(Br)ccc21 (stereo not drawn),2
O=C(c1ccc2c(=O)n(Cc3ccccc3)c(SCc3cccc(Cl)c3)nc2c1)N1CCOCC1,14
CSCCC1NC2(C(=O)Nc3c(Cl)cccc32)[C@@H]2C(=O)N(C3CCCC3)C(=O)[C@H]12 (stereo partly drawn),-10
N=c1oc2ccc(Br)cc2cc1C(=O)Nc1ccccc1Cl,-21
CCCc1n[nH]c(=O)[nH]1,-7
O=S(=O)(c1ccc(OCC(O)CN2CCN(c3ccccc3)CC2)cc1)N1CCOCC1 (stereo not drawn),0
CCn1c2ccccc2c2cc(NC(=O)c3cn(CC(C)C)c(=O)c4c3c3ccccc3n4C)ccc21,-23
COc1ccc(Cl)cc1C(=O)NC(C)c1ccccc1 (stereo not drawn),13
Cc1ccc(CN2CCN(C3CCCC3)CC2)cc1,5
CCOC(=O)c1ccc(NC(=O)Cn2nnc(-c3ccccc3)n2)cc1,-6
CS(=O)(=O)N(CC(=O)NC1CC1)c1cccc(F)c1,-9
Cc1ccc(C2CC(C(F)(F)F)n3ncc(C(=O)Nc4ccc(C)c(Cl)c4)c3N2)cc1 (stereo not drawn),-3
O=C(CSc1ncccn1)Nc1nccs1,-18
COc1ccc(N2C(=O)CCC(C(=O)N(C)Cc3ccccc3)C2c2ccc(OC)c(OC)c2)cc1 (stereo not drawn),-6

# Individual results from the entries so far.
# Reading for `CS(=O)(=O)N(CC(=O)NC1CC1)c1cccc(F)c1` in 14-3-3g Raf: -9
# Reading for `CCOc1cc(C(=O)Nc2cc(C(F)(F)F)ccc2Cl)cc(OCC)c1OCC` in 14-3-3g Raf: 6

# The list goes on:
SMILES,14-3-3g Raf
CC(C)(C)C1CCc2c(sc(NC(=O)c3ccc(F)cc3)c2C(=O)N2CCCCC2)C1 (stereo not drawn),-13
CCCC(=O)N1c2ccccc2-c2nnc(SC)nc2OC1c1cccc(OC)c1 (stereo not drawn),2
CCCCOc1ccc(OC(=O)c2ccc([N+](=O)[O-])cc2)cc1,3
Cc1c(OC(=O)C2CCCCC2)ccc2c3c(c(=O)oc12)CCC3,-5
C=CCSc1nc2ccccc2c(=O)n1CC(=C)C,-5
CCCCN1C(=O)CN(C2CCC(C)CC2)C(=O)C1c1ccc(C)cc1 (stereo not drawn),7
CCOC(=O)CSc1nc2c(sc3ccccc32)c(=O)n1Cc1ccc(OC)cc1,-1
O=C(Cn1cnc2c(nnn2Cc2ccccc2)c1=O)N1CCN(c2ccccc2)CC1,7
O=c1c2ccccc2[nH]c(=S)n1Cc1ccccn1,-3
CC(C)CC(NC(=O)COc1ccc(Br)cc1)C(=O)O (stereo not drawn),5
COc1ccc(C2C(C(=O)N3CCCCCC3)c3ccccc3C(=O)N2c2ccc(OC)cc2)cc1 (stereo not drawn),7
Cc1ccc(C(=O)Nc2cc(-c3nc4ccccc4o3)ccc2Cl)cc1[N+](=O)[O-],-156
O=C(c1ccccc1)C(Sc1ncn[nH]1)c1ccccc1 (stereo not drawn),2&3
Nc1c(C(=O)NCc2ccc(Cl)cc2)nnn1-c1ccc(OC(F)(F)F)cc1,-6
N=c1c(C(=O)NCc2ccco2)cc2c(=O)n3ccccc3nc2n1CCc1ccccc1,-7
Cc1cccc(NC(=O)c2cc(=O)c3ccccc3o2)c1C,-11
CCOC(=O)N1CCN(Cc2cn3ccccc3n2)CC1,-6
CCn1c(=O)n(CC)c2cc(S(=O)(=O)N3CCC(c4ccccc4)CC3)ccc21,0
COc1ccc(N2C(=O)C(Cl)=C(Nc3cccc(O)c3)C2=O)cc1,-2
CN(C)CCNC(=O)Cc1cn(C)c2ccccc12,-2
CCN(C(=O)C1C(C=C(Cl)Cl)C1(C)C)c1ccc(C(O)(C(=O)OC)C(F)(F)F)cc1 (stereo not drawn),-2
COc1ccccc1N1CCN(C(=O)CN(Cc2ccc(Br)cc2)S(=O)(=O)c2ccccc2)CC1,4
CC(=O)C1CCC2C3CC=C4CC(O)CCC4(C)C3CCC12C (stereo not drawn),1
COc1cc(S(=O)(=O)NCc2ccc3c(c2)OCO3)c(C)cc1C,-4
CC(C)C(NC(=O)C1CCC(C(C)(C)C)CC1)C(=O)NCc1cccnc1 (stereo not drawn),5

# New compounds follow.
SMILES,14-3-3g Raf
CCOC(=O)C1=C(C)NC(=O)N(C(C)=O)C1c1cccc(Oc2ccccc2)c1 (stereo not drawn),-3
CCc1nc(N2CCCCC2)c2c3c(sc2n1)CCC3,-9
COc1ccc2cc3cc(C(=O)Nc4ccc(C(C)C)cc4)sc3nc2c1,1
Cn1c(=O)n(Cc2ccc(F)cc2)c(=O)c2c1nc1n2CCCN1C1CCCCC1,-3
O=C(NCc1ccc(F)cc1)c1ccc2c(=O)n(Cc3cccc(Br)c3)c(=S)[nH]c2c1,-6
CCN1C(C)=C(C(=O)OC)C(c2ccc([N+](=O)[O-])cc2)C(C(=O)OC)=C1C,-6
O=C1C2CCCN2C(c2ccc(F)cc2)N1c1ccc(Cl)cc1 (stereo not drawn),-9
CCOC(=O)CCc1c(C)nc2cc(-c3ccccc3OC)[nH]n2c1=O,-6
OCCCc1nc2ccccc2n1CCOc1ccccc1,5&-4
CCCOc1ccc(Cc2c(O)nc(N)[nH]c2=O)cc1C,4
O=c1oc2cc(O)ccc2c2oc3cc(O)ccc3c12,-6
COc1cc2nc(=S)n3[nH]c(COc4ccccc4C)nc3c2cc1OC,-13
CCOc1ccc(Cn2nnc(C(=O)Nc3cc(C)cc(C)c3)c2N)cc1,-1
CCCCc1cc(=O)oc2c(CN3CCCC3)c(O)c(Cl)cc12,-4
O=C(Nc1ccc(C(F)(F)F)cc1)C1CCCN(S(=O)(=O)c2cccc3nonc23)C1 (stereo not drawn),-186
CCCCNC(=O)CNS(=O)(=O)c1ccc(I)cc1,2
c1ccc(-n2c(-c3ccncc3)nnc2-c2cccs2)cc1,-6
CCOC(=O)c1oc2ccccc2c1NC(=O)c1ccc(S(=O)(=O)N(C)C)cc1,2
CCOC(=O)C(C)OC(=O)c1ccc([N+](=O)[O-])cc1Cl (stereo not drawn),-3
CCOC(=O)C1CCCN(c2nc3ccccc3nc2C(C#N)C(=O)OCC)C1 (stereo not drawn),-4
CC1C(=O)C(C)C(c2ccc3c(c2)OCO3)NC1c1ccc2c(c1)OCO2 (stereo not drawn),-3
NS(=O)(=O)c1ccc(CCNC2CC(=O)N(c3cccc(Cl)c3)C2=O)cc1 (stereo not drawn),-6
COc1cc(OC)cc(-c2nc3nc(C)c(CCC(=O)NCc4ccco4)c(C)n3n2)c1,-2
OCCn1c(-c2ccc(F)cc2)csc1=Nc1cccc(Cl)c1,2
COc1cc(Br)cc(C=Nc2ccc3oc(-c4cccc(C)c4)nc3c2)c1O,-73

# An excerpt from above in order of molecular weight, high to low.
SMILES,14-3-3g Raf
O=C(NCc1ccc(F)cc1)c1ccc2c(=O)n(Cc3cccc(Br)c3)c(=S)[nH]c2c1,-6
O=C(Nc1ccc(C(F)(F)F)cc1)C1CCCN(S(=O)(=O)c2cccc3nonc23)C1 (stereo not drawn),-186
COc1cc(Br)cc(C=Nc2ccc3oc(-c4cccc(C)c4)nc3c2)c1O,-73
COc1cc(OC)cc(-c2nc3nc(C)c(CCC(=O)NCc4ccco4)c(C)n3n2)c1,-2
CCOC(=O)c1oc2ccccc2c1NC(=O)c1ccc(S(=O)(=O)N(C)C)cc1,2
Cn1c(=O)n(Cc2ccc(F)cc2)c(=O)c2c1nc1n2CCCN1C1CCCCC1,-3
CCOC(=O)C1CCCN(c2nc3ccccc3nc2C(C#N)C(=O)OCC)C1 (stereo not drawn),-4
CCOC(=O)C1=C(C)NC(=O)N(C(C)=O)C1c1cccc(Oc2ccccc2)c1 (stereo not drawn),-3
COc1ccc2cc3cc(C(=O)Nc4ccc(C(C)C)cc4)sc3nc2c1,1
CC1C(=O)C(C)C(c2ccc3c(c2)OCO3)NC1c1ccc2c(c1)OCO2 (stereo not drawn),-3
CCOc1ccc(Cn2nnc(C(=O)Nc3cc(C)cc(C)c3)c2N)cc1,-1
CCOC(=O)CCc1c(C)nc2cc(-c3ccccc3OC)[nH]n2c1=O,-6
OCCn1c(-c2ccc(F)cc2)csc1=Nc1cccc(Cl)c1,2
CCCCc1cc(=O)oc2c(CN3CCCC3)c(O)c(Cl)cc12,-4
O=C1C2CCCN2C(c2ccc(F)cc2)N1c1ccc(Cl)cc1 (stereo not drawn),-9
c1ccc(-n2c(-c3ccncc3)nnc2-c2cccs2)cc1,-6
OCCCc1nc2ccccc2n1CCOc1ccccc1,5&-4
O=c1oc2cc(O)ccc2c2oc3cc(O)ccc3c12,-6

# (listing goes on)
SMILES,14-3-3g Raf
Cc1ccc(C2CC(c3cccc(Cl)c3)n3nc(N)nc3N2)cc1 (stereo not drawn),-8
COC(=O)c1ccccc1NC(=O)Cn1c(=O)n(-c2ccc(F)cc2)c(=O)c2sccc21,-5
CC1CCN(C(c2ccccc2)c2nnnn2C(C)(C)C)CC1 (stereo not drawn),1
O=C(NC1CCS(=O)(=O)C1)c1cnccn1 (stereo not drawn),3
CCOC(=O)c1cnc(SC2CC(=O)N(c3cccc(OC)c3)C2=O)nc1N (stereo not drawn),-1&0
CCOc1cccc2cc(C(=O)Nc3nccs3)c(=Nc3ccc(Br)cc3)oc12,-5
COc1ccc(-c2ccc(=O)n(CC(=O)Nc3cc(Cl)ccc3OC)n2)cc1,-10
N#C/C=C\Oc1ccc(Cl)cc1N,-9
c1coc(-c2nc3c4c5c(sc4ncn3n2)CCCC5)c1,-2
O=C(COc1cccc(C(F)(F)F)c1)Nc1ccc(S(=O)(=O)N2CCCC2)cc1,2
O=C(CS(=O)(=O)Cc1ccccc1)N1CCN(C(=O)c2ccco2)CC1,0
Cc1nnc(SCCc2ccccc2)[nH]c1=O,-8
O=C(O)Cn1cnc2sc3c(c2c1=O)CCC3,-47
COC(=O)C1C(=O)C2=C(CC1C)NC(C)=C(C(=O)OC1CCCCCC1)C2c1cccc([N+](=O)[O-])c1 (stereo not drawn),2
CCSc1nnc2c(n1)OC(c1ccccc1C)Nc1ccccc1-2 (stereo not drawn),41*
O=C(NCc1ccccn1)c1cccc(-n2c(=S)[nH]c3cc(Cl)ccc3c2=O)c1,-1
O=C(CSc1nnc(-c2ccccc2)n1Cc1ccccc1)c1cccs1,0
Cc1ccc(-n2nc3c(c2NC(=O)c2ccco2)CS(=O)(=O)C3)cc1,-11
CN(C)c1cccc(C(=O)n2cc(C(=O)c3cc(F)ccc3O)cn2)c1,-1
CCOC(=O)C(C#N)C(c1ccc(OC)cc1)C1CCOC(C)(C)C1 (stereo not drawn),-4
COc1cccc(C2=CC(c3ccc(OC)c(OC)c3)n3nnnc3N2)c1 (stereo not drawn),-9
O=C(OCC(=O)N1CCc2ccccc21)c1ccccc1,-3
O=C(OCc1ccc([N+](=O)[O-])cc1)C1CCN(S(=O)(=O)c2cccc3cccnc23)CC1,4
CSc1ccccc1NC(=O)CN(c1cc(C)cc(C)c1)S(C)(=O)=O,-5
O=C(NCc1n[nH]c(=S)n1-c1cccc(C(F)(F)F)c1)c1ccc(S(=O)(=O)N2CCCCC2)cc1,-7

# Next part
SMILES,14-3-3g Raf
COc1ccc(C(C(=O)NC2CCCCC2)N2CCOCC2)cc1 (stereo not drawn),-9
O=C(CCS(=O)(=O)c1ccc(Br)cc1)N1CCOCC1,-1
COC(=O)c1sc(NC(=O)c2ccc(OC)cc2)nc1C,-7
O=C(C1=C(O)C(=O)N(CCc2ccccc2)C1c1ccc(F)cc1)c1cccs1 (stereo not drawn),-8
Cn1c(=O)cc2c3c(c(N4CCOCC4)ccc31)C(=O)c1ccccc1-2,33*
COC(=O)c1cc2oc(C)cc2n1CC(=O)Nc1ccc(OC)c(OC)c1OC,0
O=C(c1cccc(Br)c1)N1c2ccccc2Sc2ccccc21,0
CCc1nc(SCC(=O)Nc2ccccc2C(=O)OC)n[nH]1,-9
Cc1cc(NS(=O)(=O)Cc2ccccc2)cc(C)c1OCC(=O)N1CCOCC1,-3
COc1ccc(CCNC(=O)C2CCCNC2=O)cc1OC (stereo not drawn),-7
Cn1c(SCC(=O)O)nnc1C1CCCCC1,-1
CCCS(=O)(=O)N1CCCC(C(=O)N2CCN(c3ccccc3)CC2)C1 (stereo not drawn),-1
COc1cc(OC)cc(C(=O)NC2CCN(Cc3nnnn3Cc3cccs3)CC2)c1,-8
O=C(Oc1ccc(N(C(=O)c2ccncc2)S(=O)(=O)c2ccccc2)c2ccccc12)c1ccncc1,-87
CC(=O)Nc1ccc(NC(=O)CSc2nnc(C3CC3)n2C)cc1,-6
COc1ccccc1Nc1ncc(C(=O)NCc2ccccn2)c2ccccc12,0
Cc1ccc(CCn2c3c(c4ccccc42)CN(C)CC3)cn1,-1
Cc1ccccc1-n1nc2c(c1NC(=O)c1ccc(Br)cc1)CSC2,-2
COc1ccc(-c2cn3c4ccccc4n(CCN4CCCCC4)c3n2)cc1,-17
COc1ccc(-c2cc(=O)oc3c(C)c(O)c(CN(C)C)cc23)cc1,-6
COc1ccc(Cl)cc1NC(=O)CCS(=O)(=O)c1cccc2nonc12,-5

# Screens as filed in PubChem BioAssay.

# Some of the compounds tested; the hit share may differ from the screen's.
